Screening data from PubChem.
GalR3 antagonist: blocks the human galanin receptor 3; AID 651719; O60755; HEK293 GalR3-CNG cAMP membrane potential fluorescence; galR3 body fused to GalR1 C-terminus; inhibition, % at 3 µM; 360,000 compounds, 0.44% hits;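 active = inhibition above the screen-wide average plus 3 SD, cut at about 13% in these data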;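 note: forskolin and galanin both at EC90 stimulate the cells; cAMP rise reported by CNG channel membrane potential dye signal; 0% = forskolin plus galanin with DMSO and 100% = forskolin alone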
NS3 helicase inh: blocks Hepatitis C virus NS3 helicase unwinding | NS3 helicase DNA unwinding, Cy5 molecular beacon fluorescence | inhibition, % at 10.9 µM | 290,000 compounds, 0.56% hits | AID 1800;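 active = inhibition above the mean of all tested compounds plus 3 SD, set per campaign, cut at about 35% in these data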;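 note: 0% = DMSO wells and 100% = thioflavine S control wells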
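assay system = NS3 helicase fragment of HCV | buffer or medium = MOPS pH 6.5, MgCl2, DTT, Tween20, BSA | timing = 60 min unwinding reaction at 25 °C after ATP addition | signal = Cy5 beacon fluorescence read at start and 1 h | read-out basis = % inhibition of unwinding | control set = low DMSO, high thioflavine S at 110 µM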
IDE act: boosts human insulin-degrading enzyme activity in HEK cells; P14735; FAbeta-B cleavage, fluorescence polarization; 0% vehicle, 100% cell-free pure enzyme wells; activation, % at 5.96 µM; 340,000 compounds, 0.073% hits;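 active = activation above the mean of all tested compounds plus 3 SD, set per screening campaign, cut at about 17% in these data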
Target sequence (P14735 whole entry, looked up): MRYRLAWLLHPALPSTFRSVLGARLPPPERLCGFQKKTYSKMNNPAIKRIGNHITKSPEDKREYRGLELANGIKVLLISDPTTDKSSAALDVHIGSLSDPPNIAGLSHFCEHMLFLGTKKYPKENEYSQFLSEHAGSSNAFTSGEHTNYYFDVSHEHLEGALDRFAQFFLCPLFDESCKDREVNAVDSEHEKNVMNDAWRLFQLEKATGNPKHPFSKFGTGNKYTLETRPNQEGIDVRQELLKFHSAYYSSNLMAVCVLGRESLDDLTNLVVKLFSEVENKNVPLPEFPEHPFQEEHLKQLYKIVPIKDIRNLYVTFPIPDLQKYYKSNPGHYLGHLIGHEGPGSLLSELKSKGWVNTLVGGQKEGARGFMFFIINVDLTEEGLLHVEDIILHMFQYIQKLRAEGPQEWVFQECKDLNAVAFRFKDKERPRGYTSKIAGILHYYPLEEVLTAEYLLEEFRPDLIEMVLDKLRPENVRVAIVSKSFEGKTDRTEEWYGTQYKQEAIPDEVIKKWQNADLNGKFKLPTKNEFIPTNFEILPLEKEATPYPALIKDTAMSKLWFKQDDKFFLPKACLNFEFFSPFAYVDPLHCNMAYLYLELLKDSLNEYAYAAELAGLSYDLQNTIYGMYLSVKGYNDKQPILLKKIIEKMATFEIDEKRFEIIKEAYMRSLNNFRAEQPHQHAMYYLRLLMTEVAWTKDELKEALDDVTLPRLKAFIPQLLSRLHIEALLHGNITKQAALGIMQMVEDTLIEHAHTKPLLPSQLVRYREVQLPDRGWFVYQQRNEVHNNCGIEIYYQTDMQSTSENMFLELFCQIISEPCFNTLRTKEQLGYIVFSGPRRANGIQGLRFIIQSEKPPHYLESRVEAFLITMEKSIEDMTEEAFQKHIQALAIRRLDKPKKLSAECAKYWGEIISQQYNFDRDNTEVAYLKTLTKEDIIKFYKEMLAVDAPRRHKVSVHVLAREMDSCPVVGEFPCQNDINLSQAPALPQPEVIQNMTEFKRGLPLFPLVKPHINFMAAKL
pCIP destab: p/CIP protein destabilization; decrease of EGFP signal, % at 10 µM; Q05BA5; F442A p/CIP-EGFP cells, EGFP fluorescence, 16 h; 290,000 compounds, 0.01% hits;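 active = EGFP signal decrease of at least 30% at 10 µM or well 3 SD below plate mean, unless failing retest; inactive = the rest, including hits failing retest or dose response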; note: some compounds called inactive have numbers as strong as hits; many of its hits are not listed in these tables
IMP-1 inh: inhibitors of Pseudomonas aeruginosa IMP-1 metallo-beta-lactamase. purified IMP-1, nitrocefin hydrolysis, epi-absorbance fluorescence. inhibition, % at 5.6 µM. 290,000 compounds, 0.45% hits;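 active = inhibition above the mean plus 3 SD of all compounds in the same screening run, cut at about 4.5% in these data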;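 note: 0% = IMP-1 with DMSO and 100% = DMSO wells lacking enzyme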
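System: purified recombinant IMP-1 beta-lactamase. Medium: Zinc- and detergent-supplemented HEPES buffer, pH 7.1. Compound: one 5.6 µM dose […]. Schedule: 15 min preincubation plus 25 min reaction at 25 °C. Technique: Epi-absorbance fluorescence, 480 nm excitation, 530 nm emission.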
VIM-2 inhibitor: blocks Pseudomonas aeruginosa VIM-2 metallo-beta-lactamase; purified VIM-2, nitrocefin hydrolysis, epi-absorbance fluorescence; 290,000 compounds, 0.89% hits; inhibition, % at 5.6 µM;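 active = inhibition above the mean of all tested compounds plus 3 SD, cutoff set per screening run, cut at about 7.5% in these data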;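 note: red hydrolysis product quenches plate fluorescence so inhibitors raise well fluorescence; 0% = enzyme with DMSO and 100% = DMSO without enzyme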
CRFBP-R2 block: blocks CRF-induced signaling of the CRF-BP/CRF-R2 complex. HEK293 CRF-R2/CRF-BP, CRF-induced calcium fluorescence. inhibition, % at 11.8 µM. 350,000 compounds, 0.59% hits. AID 588475;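 active = inhibition of the ligand-induced calcium signal above about 50% at the single tested concentration, limit read from the data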
IDE cell inh: inhibits human insulin-degrading enzyme in HEK cells. inhibition, % at 5.59 µM. FAbetaB cleavage, fluorescence polarization. P14735. 320,000 compounds, 0.41% hits;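 active = percent inhibition above the average of all tested compounds plus 3 SD, set per screening campaign, cut at about 16% in these data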;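 note: IDE supplied by intact live HEK cells; FP after avidin binding of uncleaved biotin substrate so inhibition keeps polarization high; 0% = DMSO wells and 100% = 60 µM reference IDE inhibitor Ii1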
SUMO HTRF inh: inhibitors of human SUMOylation (UBC9); HTRF SUMOylation assay, SAE1/SAE2 + UBC9, in vitro; inhibition, % at 35 µM; 290,000 compounds, 0.36% hits; AID 2006; in the data active = inhibition above about 50%, passing the limit was not always enough; note: strong numbers were not always called active
* hit, by the source's call; / = not tested or not shown.

nr	Structure	IDE act	IMP-1 inh	pCIP destab	SUMO HTRF inh	IDE cell inh	CRFBP-R2 block	NS3 helicase inh	GalR3 antagonist	VIM-2 inhibitor
1	CCCNC(=O)c1ccc2c(=O)c(O)c(-c3ccc(OC)cc3)[nH]c2c1	0	/	-16	41	-3	-5	/	/	/
2	N=c1n(N)c2ccccc2n1CC(=O)c1ccc(Br)cc1	-3	-5.3	-12	6	2	-42	-20	-1	-2.6
3	Cc1cc2cc3c(cc2nc1SCC(=O)O)CCC3	-2	-3.2	-13	20	0	12	4	-3	-2.5
4	CC(=O)Nc1ccc(NC(=O)c2ccnn2C)cc1	-3	/	/	/	6	-9	/	-2	/
5	Cc1ccc(C2=Nc3ccccc3SC(c3cccc([N+](=O)[O-])c3)C2)cc1 (stereo not drawn)	-5	-0.9	4	-2	-1	-14	-7	-4	1.3
6	O=C(Nc1ccccc1)c1ccncc1	2	-3.7	-4	10	2	15	-4	-4	-4.3
7	O=C(Nc1ccc2c(c1)OCO2)c1cccc2c1C(=O)N(Cc1cccnc1)C2	-1	-1.9	1	5	1	23	1	-4	0.7
8	O=C(NCC1CCCCC1)c1cccnc1	5	-0.5	-1	4	-2	5	0	-4	-0.8
9	CCOc1cc(/C=N/Nc2ncnc(Cl)c2N)ccc1O	4	3.0	-2	7	2	12	-1	0	-3.0
10	COc1ccc(CN2CCC(CNC(=O)NC3CCCCC3)CC2)cc1	3	-1.8	1	12	-4	1	0	-4	-3.2
11	O=C(C1=C[C@@H](c2csc3ccccc23)C[C@@H](OCc2ccc(CO)cc2)O1)N1CCN(Cc2ccc3c(c2)OCO3)CC1	0	-2.0	5	-4	-8	10	-21	-7	-2.4
12	Cc1cccc(N(CC(=O)NCCSCc2ccccc2)S(C)(=O)=O)c1	-1	-2.2	-7	2	7	15	12	0	-4.5
13	CC1(C)CC(=O)C=C(N2CCOCC2)C1	6	1.1	6	9	1	-4	3	0	0.0
14	O=C(NCC1CCCO1)c1onc(CSc2cccc3ccccc23)c1C(=O)O (stereo not drawn)	5	-2.1	-6	10	0	50*	24	-8	-3.9
15	O=C(C[n+]1ccc(C(=O)c2ccccc2)cc1)Nc1ccc(C(F)(F)F)cc1	1	-0.5	11	8	1	8	-37	4	1.2
16	Cc1ccc(S(=O)(=O)c2ccc(Cl)cc2)cc1S(=O)(=O)N1CCOCC1	3	-2.3	-13	1	-3	-31	4	-2	-1.1
17	O=C(C[N+]1(CC#Cc2ccccc2)CCOCC1)c1ccccc1	4	-3.1	0	12	2	2	5	-2	1.1
18	CN(C)c1ccc(N/C(=N\S(=O)(=O)c2cccs2)c2ccccc2)cc1	-3	-1.2	-7	-19	-1	0	-4	-6	-2.7
19	CC(=O)c1sc(NC(=O)c2ccc(F)c(F)c2)nc1C	1	-2.1	0	-2	-1	-24	-3	-5	-0.8
20	Cc1ncoc1C(=O)Nc1ccccc1-c1ccccc1	3	-1.5	-3	0	0	-9	6	-5	-2.8
21	O=C(N/N=C/c1ccccc1[N+](=O)[O-])c1ccc2c(c1)OCCO2	1	-3.1	-11	15	7	-1	-2	-1	-0.4
22	CC(=O)C1=C(O)C(=O)N(C)C1c1ccccc1[N+](=O)[O-] (stereo not drawn)	6	-2.7	-6	-1	3	22	5	-4	-1.8
23	C/C(=N\NC(=O)c1ccc(Cl)cc1)c1ccccn1	-3	-0.4	-1	-25	0	1	-1	-12	-0.4
24	COc1cc(CNn2cn[nH]c2=S)ccc1OCC(=O)NC(C)(C)C	-4	-5.0	-8	-5	2	16	-2	-7	-4.0
25	Cc1ccc(C(=O)N2c3ccccc3OCC2C)cc1 (stereo not drawn)	3	-1.4	-22	8	-2	8	5	-10	-2.5
26	Cc1ccc(C(=O)Nc2ncccc2O)o1	1	/	/	/	0	6	/	6	/
27	O=C(NCc1cccnc1)Nc1ccccc1	1	-3.0	-28	17	-5	-3	1	-3	-0.7
28	O=C1c2cccc3cccc(c23)C(=O)N1c1ccncc1	5	-1.0	8	-23	6	-8	-1	-4	-0.5
29	COc1ccc(NC(=O)CCNS(=O)(=O)c2cccc3nsnc23)c(OC)c1	1	-3.0	-4	12	-4	-2	-6	-11	0.4
30	Cc1cccn2c(=O)c(C=O)c(Nc3ccccc3)nc12	5	-0.6	17	6	3	5	4	/	1.7
31	O=C(NCc1ccccc1)c1cc(S(=O)(=O)N2CCOCC2)ccc1F	3	-1.3	-13	14	-1	21	-4	-1	1.4
32	Cc1nc2c(sc3nc(N4CCOCC4)c4c(c32)CC(C)(C)OC4)c(-c2ccccc2)c1C(=O)O	-2	-2.8	-12	12	4	-7	2	-4	-2.8
33	COCCSc1nnc(NC(=O)c2ccc(NC(C)=O)cc2)s1	5	-2.4	-18	7	1	3	3	-3	-1.2
34	COc1ccc(NC(=O)COC(=O)CCC2CCCC2)c(OC)c1	2	/	/	/	5	6	/	0	/
35	Cc1cc(OCc2cc(C(=O)N(C)C(C)c3ccccn3)no2)cc(C)c1Cl (stereo not drawn)	6	-4.3	-12	-18	7	0	-11	-3	-3.5
36	CNc1snc(C)c1C(=O)OC(C)C(=O)Nc1ccccc1 (stereo not drawn)	0	/	/	/	0	-3	/	-6	/
37	CC(=O)SCCC(=O)N1C(C)CCCC1C(=O)O (stereo not drawn)	13	-2.3	0	7	2	11	8	5	-1.9
38	CC1CCCC(C)N1S(=O)(=O)c1ccc(NC(=O)CNCC2CCCO2)cc1 (stereo not drawn)	9	-3.1	-3	6	2	-16	-10	-8	-1.2
39	CN(C(=O)COC(=O)c1cccc(F)c1)c1ccccc1	1	-2.5	12	5	4	-1	-1	-7	-3.1
40	Cc1c(F)cccc1NC(=O)c1ccc2c(c1)CCN2S(C)(=O)=O	1	-1.7	-6	-7	6	0	-6	-5	-2.4
41	CCCNC(=O)Cn1nc(C(F)(F)F)c2c1CCCC2	5	-1.1	1	16	1	15	6	-7	-0.1
42	CCc1ccc(NC(=O)CCC(=O)N2CCSc3ccccc32)cc1	-7	-3.5	-9	-5	-1	-13	-12	-1	-2.3
43	Cc1ccc(Cl)cc1N1CCN(CC(=O)NC2CCCc3ccccc32)CC1 (stereo not drawn)	0	0.5	-16	-29	-1	-14	-13	-4	0.2
44	CC1=C(C)C(=O)N(C(C)CCc2ccccc2)C1=O (stereo not drawn)	3	-4.0	-1	1	-4	0	1	-9	0.9
45	Cn1c(CCN2CCN(c3ccccc3)CC2)nc2cc(NC(=O)c3ccco3)ccc21	3	-1.1	-5	15	8	22	-8	-3	0.7
46	CCOc1ccc(C(=O)CCC(=O)N2CCN(c3ncccn3)CC2)cc1	-2	3.9	-12	13	9	0	12	4	-0.4
47	COc1ccc(OC)c(CNC(=O)C(C)n2nc(C)c3c(C)n(-c4ccccc4)nc3c2=O)c1 (stereo not drawn)	3	-6.2	-8	6	5	-13	4	0	-2.5
48	CCN(CC)S(=O)(=O)c1cc(Br)ccc1OC	0	-1.8	0	8	0	2	-5	2	-3.0
49	CC(=O)c1c(C)[nH]c(C(=O)N2CCN(S(=O)(=O)c3ccc(C)cc3C)CC2)c1C	2	/	/	/	-4	4	/	-3	/
50	O=C(c1ccccc1F)N1CCCC(c2ccccc2)C1 (stereo not drawn)	-6	-2.7	-6	12	2	3	10	1	0.0

Next section.
nr	Structure	IDE act	IMP-1 inh	pCIP destab	SUMO HTRF inh	IDE cell inh	CRFBP-R2 block	NS3 helicase inh	GalR3 antagonist	VIM-2 inhibitor
51	COc1ccc(-c2cc(C)no2)cc1S(=O)(=O)NCCCN(C)Cc1ccccc1	-3	-1.8	-6	13	1	8	11	-5	-0.2
52	O=C(N/N=C/c1ccccn1)c1cc(-c2ccncc2)nc2ccccc12	-3	-1.3	9	2	6	-15	4	-4	-1.9
53	CCCC/C(O)=C/c1nc2ccccc2[nH]c1=O	1	-1.9	-14	0	-4	-26	7	-1	-1.6
54	CCN(CC(N)=O)S(=O)(=O)c1ccc(Br)cc1	4	0.6	-13	-7	-2	-1	-5	0	-0.5
55	COc1ccc(OC)c2sc(NNC(=O)C3COc4ccccc4O3)nc12 (stereo not drawn)	-3	-5.2	-2	-65	-2	2	-14	-5	-3.6
56	Cc1cc(C)n(-c2cccc(F)n2)n1	6	-3.1	14	0	0	15	0	-4	0.7
57	CN(C)c1ccc(C(CN)c2c[nH]c3ccccc23)cc1 (stereo not drawn)	1	-3.4	-1	-8	6	-28	6	-4	-2.4
58	O=C1c2ccc([N+](=O)[O-])cc2S(=O)(=O)N1Cc1ccccc1	2	-2.1	-8	17	-6	11	4	-16	-2.1
59	CCCc1cc2c(cc1NC(=O)c1ccco1)OCO2	4	-1.6	-14	12	3	4	8	-6	-2.4
60	COc1ccc(S(=O)(=O)N(C)C[C@H]2Oc3ccc(NC(=O)Nc4c(C)noc4C)cc3C(=O)N([C@H](C)CO)C[C@@H]2C)cc1	1	/	/	/	2	-3	/	-2	/
61	c1ccc(-c2ccc3nnnn3n2)cc1	3	-0.7	-13	8	6	-7	-2	4	-1.9
62	CCCN=CC1=C(O)CC(c2ccccc2)CC1=O (stereo not drawn)	-2	0.4	-15	-25	3	-4	-1	-1	0.0
63	O=C(COc1ccc(Br)cc1)NCCNC(=O)c1ccccn1	1	-1.4	-25	11	-1	2	-1	0	-0.4
64	C[C@@]12CCC[C@H](O1)[C@@H]([C@H](O)c1ccccc1)O2	7	/	/	/	3	-3	/	-6	/
